KCNQ1 act: potentiators or activators of human KCNQ1 potassium channel; P51787; CHO-K1 KCNQ1, thallium flux FluxOR fluorescence; stronger effect = higher value; B-score at 10 µM; hit rate 0.35% among 310,000;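 active = fluorescence ratio B-score, a plate-corrected score, at least three library SD, with initial intensity B-score within 5 SD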
Target sequence (P51787 whole entry, looked up): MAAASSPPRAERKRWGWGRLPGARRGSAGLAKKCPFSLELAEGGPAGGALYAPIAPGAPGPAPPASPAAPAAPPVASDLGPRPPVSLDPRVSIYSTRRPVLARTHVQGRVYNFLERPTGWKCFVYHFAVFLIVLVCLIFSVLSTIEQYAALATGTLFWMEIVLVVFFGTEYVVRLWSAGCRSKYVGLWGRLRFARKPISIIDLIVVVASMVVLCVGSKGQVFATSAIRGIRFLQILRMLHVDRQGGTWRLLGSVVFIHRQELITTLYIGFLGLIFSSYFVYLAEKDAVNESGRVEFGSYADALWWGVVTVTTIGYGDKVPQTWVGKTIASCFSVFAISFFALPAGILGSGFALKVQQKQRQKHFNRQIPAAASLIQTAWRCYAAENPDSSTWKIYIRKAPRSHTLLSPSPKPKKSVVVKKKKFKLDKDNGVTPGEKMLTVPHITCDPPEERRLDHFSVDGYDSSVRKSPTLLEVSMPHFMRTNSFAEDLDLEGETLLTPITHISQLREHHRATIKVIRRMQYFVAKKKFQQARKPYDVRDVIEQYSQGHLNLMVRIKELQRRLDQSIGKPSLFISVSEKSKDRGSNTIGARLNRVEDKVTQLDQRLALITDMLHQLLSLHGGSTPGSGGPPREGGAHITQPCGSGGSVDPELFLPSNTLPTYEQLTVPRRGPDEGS
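assay system = CHO-K1 cells stably expressing KCNQ1 | medium = assay buffer, equal DMSO in all wells | timing = 37 °C overnight plating, 90-min dark dye load, 20-min compound pretreatment | measured by = kinetic FluxOR thallium fluorescence, 10-s 1-Hz baseline, 110-s post-stimulus read | measure = fluorescence change relative to baseline, converted to B score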
hERG rescue: hERG (human) protection from proarrhythmic block | Q12809 | CHO-hERG, FluxOR thallium flux, dofetilide IC70 present | activation (rescue from dofetilide block), less the hit threshold, % at 10 µM | hit rate 0.51% among 310,000 | AID 1511;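 active = activation above the mean of controls blocked by dofetilide plus 5 SD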;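 note: thallium influx through hERG after potassium depolarization seen as dye fluorescence rise; in these data hits start at about 4.7%; inactives centre near -7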
KCNK9 block: blocks the human KCNK9 two-pore domain potassium channel; Q9NPC2; HEK293 KCNK9, FluxOR thallium flux fluorescence; stronger effect = lower value; B-score at 10 µM; hit rate 1.2% among 310,000;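 active = ratio B-score over 3 SD below the library mean, with starting fluorescence within 5 SD of its mean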;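 note: negative B-score means less thallium flux so channel inhibition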
GSK3 alpha inh: blocks human GSK-3 alpha kinase; P49840; ADP-Glo luminescence, 60 min; inhibition, % at 10 µM; hit rate 0.1% among 320,000;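 in the data active = inhibition above about 50%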;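 note: GST-tagged GSK-3 alpha with peptide substrate and 25 µM ATP; 0% = DMSO neutral wells and 100% = GW8510 positive control wells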
GSK3beta inhib: human GSK3beta kinase inhibition. P49841. GST-GSK3beta kinase, ADP-Glo luminescence, 60 min; stronger effect = lower value. activity score (negative = inhibition), % at 10 µM. hit rate 0.038% among 300,000. AID 2097;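 active = more than half of replicate wells score below -50%, meaning over 50% inhibition versus plate controls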;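 note: 0% = median DMSO wells and -100% = median GW8510 positive control wells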
Target sequence (P49841 whole entry, looked up): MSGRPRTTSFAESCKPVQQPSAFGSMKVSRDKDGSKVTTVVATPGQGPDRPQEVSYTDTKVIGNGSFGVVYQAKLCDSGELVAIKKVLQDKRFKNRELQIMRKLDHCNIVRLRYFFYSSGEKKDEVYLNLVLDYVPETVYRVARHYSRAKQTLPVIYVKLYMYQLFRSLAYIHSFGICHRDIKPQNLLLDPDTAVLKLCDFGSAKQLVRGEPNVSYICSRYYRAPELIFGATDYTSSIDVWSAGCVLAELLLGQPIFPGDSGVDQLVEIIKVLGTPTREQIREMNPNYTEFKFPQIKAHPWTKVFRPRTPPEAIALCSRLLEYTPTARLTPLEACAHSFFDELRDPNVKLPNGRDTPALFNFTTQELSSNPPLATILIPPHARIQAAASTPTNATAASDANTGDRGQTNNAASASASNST
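Test system: GST-tagged human GSK3beta kinase, cell-free; evaluation: activity score scaled between in-plate DMSO and GW8510 controls; measured by: ADP-Glo luminescence; incubation: 60 min reaction, RT; benchmarks: DMSO and 20 µM GW8510; reagent: peptide substrate plus 25 µM ATP (final); medium: Tris/MgCl2 kinase buffer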
PolyA inhibitor: yeast polyadenylation inhibition; hit rate 0.02% among 300,000; calls only at 12 µM; AID 1875; S. cerevisiae SKY197-pL101 polyadenylation reporter, beta-gal luminescence; efflux-impaired pdr1/pdr3 knockout yeast; score 100 = 6 SD above DMSO;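 active = lowest replicate activity score at least 50, where 100 means six control SD above control mean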;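 note: yeast exposed to compound for 9 h at 30 °C; higher score means more reporter readthrough which indicates perturbed polyadenylation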
DYRK1A inh: Dyrk1A (rat) kinase inhibition; Q63470; hit rate 0.43% among 310,000; ADP-Glo luminescence, NFATc1 peptide; inhibition, % at 12.5 µM; in the data active = inhibition above about 50%;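 note: plate controls were vehicle with enzyme for no effect and no enzyme for full effect; many of its hits are not listed in these tables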
RGS4 act: RGS4 potentiation or activation; HEK293 M3R/inducible RGS4, carbachol calcium flux Fluo4; stronger effect = lower value; B-score at 10 µM; hit rate 0.92% among 310,000;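 active = B-score of the integrated calcium signal more than 4 SD below the library mean, with starting fluorescence not abnormally high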;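 note: negative B-score means reduced calcium response which marks RGS4 activation or potentiation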
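test system = M3R-expressing HEK293 line, RGS4 induced by doxycycline | probe or stimulus = carbachol at ECmax as muscarinic agonist stimulus | timing = dye loading 30 min 37 °C, buffer rest 30 min RT | signal = calcium dye Fluo4 fluorescence | evaluation = B score from integrated fluorescence ratio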
KCNK3 block: human KCNK3 channel inhibition, primary screen. O14649. CHO-KCNK3 thallium flux, FluxOR fluorescence; stronger effect = lower value. B-score at 10 µM. hit rate 0.84% among 340,000. AID 602410;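 active = B-score under library mean minus 4 SD, starting fluorescence ratio at most library mean plus 5 SD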;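 note: more negative B-score means stronger inhibition of thallium flux through KCNK3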
HDAC3 inhib: blocks human histone deacetylase 3. O15379. recombinant HDAC3, fluorogenic peptide/trypsin coupled, fluorescence. inhibition, % at 8.3 µM. hit rate 0.15% among 320,000. AID 2718; in the data active = inhibition above about 26%, passing the limit was not always enough
KCNQ1 block: blocks the human KCNQ1 potassium channel | AID 2642 | CHO-K1 KCNQ1, FluxOR thallium flux fluorescence; stronger effect = higher value | hit rate 1.3% among 310,000 | B-score at 10 µM | P51787;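 active = compounds whose thallium flux B-score, printed positive for inhibition, exceeds three library SD while starting fluorescence stays within three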;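 note: channel opened by potassium depolarization with thallium stimulus after 20 min compound exposure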
* hit, by the source's call; i = inactive; . = not tested or not shown. The list is partial (hit frequency here may not be typical).

SMILES	KCNQ1 act	hERG rescue	KCNK9 block	GSK3 alpha inh	GSK3beta inhib	PolyA inhibitor	DYRK1A inh	RGS4 act	KCNK3 block	HDAC3 inhib	KCNQ1 block
Cc1ccc(CNS(=O)(=O)CCNC(=O)c2ccccc2)cc1	i	-18	i	1	-3	i	1	i	i	2	i
Cc1ccc(S(=O)(=O)N(C)C)cc1NC(=O)COC(=O)Cc1n[nH]c(=O)c2ccccc12	i	-9	i	2	1	i	1	i	i	-9	i
COc1ccccc1NS(=O)(=O)c1cccc(C(=O)NN=C2CCCC2)c1	i	-11	i	0	-4	i	-4	i	i	0	i
COc1ccc(S(=O)(=O)Nc2ccccn2)cc1OC	i	-2	i	-3	0	i	-3	i	i	-7	i
O=C(N/N=C/c1ccc(OC(=O)c2ccccc2Cl)cc1)c1cc(O)cc(O)c1	i	-26	i	1	-3	i	9	-7.6*	i	-9	i
O=C(COc1ccc2ccc(=O)oc2c1)Nc1ccc2c(c1)OCCO2	i	-10	i	-3	-4	i	-2	i	i	3	i
S=c1[nH]nc(-c2ccncc2)n1/N=C/C=C/c1ccco1	i	-11	i	.	0	.	11	i	i	5	i
CCc1ccc(CNC(=O)CCn2ccc3cc(S(=O)(=O)N4CCCC4)ccc32)cc1	i	-6	i	-17	4	i	0	i	-10*	-1	i
Cc1ccc(-c2cccc(OC(=O)c3ccccc3F)c2)cc1	i	-5	i	-1	0	i	5	i	i	1	i
COc1cccc(N2[C@@H](CC(C)=O)c3cc(C(F)(F)F)ccc3S2(=O)=O)c1	i	-4	i	-1	-2	i	3	i	i	2	i
Cc1ccc(CN2CCN(/N=C/C(Br)=C\c3ccccc3)CC2)cc1	16*	2	i	2	-1	i	.	i	i	-1	i
CC(=O)Nc1ccc(S(=O)(=O)N2CCC(NC(=O)c3ccco3)CC2)cc1	i	-9	i	-2	3	i	-10	i	i	-1	i
CCOC(=O)c1cc(CC)sc1NC(=O)CN1CCN(C(=O)c2ccco2)CC1	23*	-32	i	-1	2	i	5	i	i	10	i
COc1ccc(Cn2c(=S)[nH]c3ccccc32)cc1	i	7.2*	i	-1	-3	i	.	i	i	-7	i
N/C(=N\c1nc(CSc2ccc(Cl)cc2)cc(=O)[nH]1)Nc1cccc2ccccc12	i	-3	i	-4	-3	i	4	i	i	-1	i
COC(=O)C1CCN(C(=O)c2cc3ccccc3oc2=O)CC1	i	-1	i	-2	0	i	-3	i	i	-3	i
COc1ccc(Cl)cc1C(=O)Nc1ccc2nc3n(c(=O)c2c1)CCCC3	i	-9	i	-1	-3	i	-2	i	i	-13	i
O=C(Nc1cccnc1)c1cccc(-c2cc3ccccc3oc2=O)c1	i	-11	i	.	-25	i	4	i	i	-6	i
Cc1ccc(C(=O)NC(NC(=S)Nc2ccc(S(N)(=O)=O)cc2)C(Cl)(Cl)Cl)cc1 (stereo unspecified)	i	-11	i	.	1	i	2	i	i	.	i
CC1(C)OC(=O)C(=CNc2ccc(F)cc2)C(=O)O1	i	-14	i	-1	-2	i	0	i	i	6	i
Cc1cccc(C(=O)NCCCn2ccnc2)c1C	i	-4	i	-4	1	i	-1	i	i	0	i
COC(=O)CSc1nc2ncccc2[nH]1	i	-13	i	0	-2	i	-4	i	i	6	i
COC(=O)Cn1c(CN2CCc3ccccc3C2)nc2c1c(=O)n(C)c(=O)n2C	i	-9	i	-1	-1	i	0	i	i	.	i
COC(=O)c1nnn(-c2cccc(Cl)c2)c1C(=O)OC	i	-3	i	-2	-4	i	.	i	i	-13	i
CCC1(C(=O)O)NC(c2cccc(OC)c2O)C2C(=O)N(c3ccccc3)C(=O)C21 (stereo unspecified)	i	-1	i	-2	5	i	18	i	i	2	i
The results go on:
SMILES	KCNQ1 act	hERG rescue	KCNK9 block	GSK3 alpha inh	GSK3beta inhib	PolyA inhibitor	DYRK1A inh	RGS4 act	KCNK3 block	HDAC3 inhib	KCNQ1 block
O=C(O)CC1(CC(=O)NCc2ccc(-c3cccs3)cc2)CCCCC1	i	-9	i	-3	4	i	-9	i	i	-3	i
OC(COc1ccc(C2C=CCC2)cc1)CN1CCCCC1 (stereo unspecified)	i	-5	i	-1	1	i	-12	-7*	i	2	i
COc1ccc(N=C2CCS(=O)(=O)c3sccc32)cc1	i	-15	i	-2	2	i	5	i	i	0	i
COc1ccc(C(=O)Nc2ccccc2C(=O)NCCN2CCOCC2)cc1	i	-7	i	1	0	i	5	i	i	3	i
O=[N+]([O-])c1ccc(CP(=O)(c2ccccc2)c2ccccc2)cc1	i	-6	i	10	0	i	1	i	i	12	i
COc1ccc(-c2cc(C(F)(F)F)c(C#N)c(SCC(=O)O)n2)cc1	i	-14	i	-1	.	i	-1	i	i	-2	i
Cc1ccc(C)c(OCCCC(=O)NC2CCCCC2)c1	i	-11	i	-1	-2	i	-5	i	i	0	i
Cc1cc(C)n(CCc2nc(-c3cccs3)cs2)n1	i	-7	i	-2	1	i	2	i	i	8	i
CCS(=O)(=O)c1ccc(O)c(NC(=O)COc2ccccc2)c1	i	-7	i	0	2	i	2	i	i	-9	i
COc1ccc(NC(=O)N(Cc2cc3cc(OC)c(OC)cc3[nH]c2=O)CC2CCCO2)cc1 (stereo unspecified)	i	-26	i	1	6	i	-3	i	i	-1	i
Cc1ccc2c(c1)Oc1ccccc1C=C2C(=O)O	i	0	i	-6	1	i	-1	i	i	6	i
Cc1c(C)n(CCC#N)c2ccccc12	i	-7	i	-2	-1	i	0	i	i	0	i
O=C(COc1ccccc1F)c1ccc(O)cc1O	i	-8	i	4	2	i	10	i	i	9	i
CCN(CC(=O)Nc1ccccc1C(F)(F)F)C(=O)C1CC(=O)N(Cc2ccccc2)C1 (stereo unspecified)	i	-10	i	0	-3	i	10	i	i	-2	i
Cc1ccc(CNC(=O)COC(=O)c2cc3c(s2)CCC(C)C3)cc1 (stereo unspecified)	i	-11	i	-1	3	i	-6	i	i	6	i
CSc1nc2ccc(NC(=O)c3ccc(=O)[nH]c3)cc2s1	i	-7	i	1	-5	i	0	i	i	5	i
CCN1C(=O)c2ccc(C(=O)Nc3ccc4c(c3)OCO4)cc2C1=O	i	-8	i	0	2	i	6	i	i	3	i
O=C(CCN1CCN(C(=O)c2ccccc2)CC1)c1ccc(Br)cc1	i	-14	i	15	-1	i	-3	i	i	4	i
Cc1ccc(-c2nc(SCC(=O)N(C)C3CCS(=O)(=O)C3)[nH]c2-c2ccc(C)cc2)cc1 (stereo unspecified)	i	-15	i	-5	1	i	4	i	i	8	i
CCOC(=O)c1nn(-c2ccc(F)cc2)c(C)c1C(C)=O	i	-8	i	.	2	i	-1	i	i	1	i
Cc1cc(C)cc(N=c2c([N+](=O)[O-])nn(-c3ccc(Cl)cc3)n2O)c1	i	-7	i	0	0	i	5	i	i	2	i
O=C(CCN1CCN(c2ccc(F)cc2)CC1)Nc1ccccc1F	i	-7	i	1	-1	i	7	i	i	3	i
Cc1c(C(=O)O)cnc2c([N+](=O)[O-])cnn12	i	-7	i	0	-1	i	1	i	i	12	i
CCON1C(=O)C(C)(C)N(OCC)C(=O)C1(C)C	i	-8	i	2	-1	i	-3	i	i	1	i
Nc1c(C(=O)OCC2CCCO2)c2nc3ccccc3nc2n1-c1ccc2c(c1)OCCO2 (stereo unspecified)	i	-19	i	3	0	.	.	i	.	-3	i
Next section:
SMILES	KCNQ1 act	hERG rescue	KCNK9 block	GSK3 alpha inh	GSK3beta inhib	PolyA inhibitor	DYRK1A inh	RGS4 act	KCNK3 block	HDAC3 inhib	KCNQ1 block
O=C1CC(N2CCN(c3ccc(F)cc3)CC2)C(=O)N1Cc1ccc(N2CCCC2=O)cc1 (stereo unspecified)	i	-3	i	.	1	i	-3	i	i	.	i
C=CCc1ccccc1OCC(O)CNC(=O)c1ccccc1C(=O)O (stereo unspecified)	i	-10	i	-4	-3	i	-7	i	i	5	i
C/C(=N\Nc1ccccn1)c1cccs1	i	-1	i	-1	4	i	-2	i	i	6	i
O=C(O)C1CCN(Cc2cccnc2)CC1	i	-4	i	1	1	.	-2	i	i	7	i
Cc1ccsc1C(=O)N1CCN(S(=O)(=O)c2cccs2)CC1	i	-1	i	-2	-4	i	-6	i	i	-4	i
O=C(CSc1nnc(-c2c[nH]c3ccccc23)n1CC1CCCO1)Nc1ccc2c(c1)OCCO2 (stereo unspecified)	i	-7	i	-2	-2	i	-3	i	i	-6	i
CCOC(=O)N1CCN(C(=O)CS(=O)Cc2nc(-c3cccc(C)c3)oc2C)CC1 (stereo unspecified)	i	-12	i	-4	-1	i	9	i	i	3	i
C/C(CC(=O)Nc1ccccn1)=N\NC(=O)c1ccccc1O	i	-6	i	-1	0	i	-4	i	i	-3	i
Cc1ccc(NC(=O)N2CCC(=O)N2)cc1	i	-8	i	-2	-4	i	3	i	i	5	i
CCC(NC(=O)COC(=O)C1CC2CCCC(C1)C2=O)c1ccc(Br)cc1 (stereo unspecified)	i	-14	i	-2	-3	i	6	i	i	1	i
Cc1ccc(N2C(=S)SC3CS(=O)(=O)CC32)cc1 (stereo unspecified)	i	-7	i	-3	-2	i	1	i	i	-2	i
COc1ccccc1NC(=S)N(CCN(C)C)C(C)c1ccncc1 (stereo unspecified)	i	-12	i	-1	-1	i	-4	i	i	2	i
Cc1nn(CC(=O)N2c3ccccc3NC(=O)C2(C)C)c(C)c1[N+](=O)[O-]	i	1	i	0	1	i	-5	i	i	-4	i
CC(=O)c1cccc(NC(=O)C2=CC(c3ccco3)=NS(=O)(=O)N2C)c1	i	-1	i	-1	-17	i	7	i	i	6	i
O=c1[nH]c2ccccc2n1CCCOc1ccccc1	i	0	i	-1	4	i	2	i	i	7	i
Cc1ccc(NC(=O)Cn2cnc3c(oc4nc5c(cc43)COC(C)(C)C5)c2=O)cc1	i	-3	i	-1	-2	i	2	i	i	-1	i
COc1cccc(CNCCOCCO)c1OC	i	-4	i	-1	1	i	-1	i	i	-1	i
CCOC(=O)C(NCc1ccco1)(NC(=O)c1ccc(OC)cc1)C(F)(F)F (stereo unspecified)	i	-7	i	-2	1	i	-2	i	i	-3	i
COc1ccccc1CC(=O)N1CCOCC1	i	-7	i	-1	1	i	3	i	i	-3	i

Rewritten with values under each structure: entries from further up
The line under a structure holds: KCNQ1 act	hERG rescue	KCNK9 block	GSK3 alpha inh	GSK3beta inhib	PolyA inhibitor	DYRK1A inh	RGS4 act	KCNK3 block	HDAC3 inhib	KCNQ1 block
Cc1ccc2c(c1)Oc1ccccc1C=C2C(=O)O
    i	0	i	-6	1	i	-1	i	i	6	i
Cc1c(C)n(CCC#N)c2ccccc12
    i	-7	i	-2	-1	i	0	i	i	0	i

Screening data (PubChem)
